Source: PubChem (several laboratories)
RBBP9 inh: human RBBP9 inhibitors, primary screen, biochemical, fluorescence polarization, FP-Rh probe, HTS; Serine hydrolase RBBP9 (Homo sapiens), O75884; recombinant RBBP9; 220,000 tested, 0.2% active; inhibition, % at 7.94 µM;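 active means inhibition above the campaign mean of all tested compounds plus 3 SD, cut at about 14% in these data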;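 further: plate controls were DMSO wells with RBBP9 for no effect and wells lacking RBBP9 protein for full effect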
Target sequence (O75884 whole entry, looked up): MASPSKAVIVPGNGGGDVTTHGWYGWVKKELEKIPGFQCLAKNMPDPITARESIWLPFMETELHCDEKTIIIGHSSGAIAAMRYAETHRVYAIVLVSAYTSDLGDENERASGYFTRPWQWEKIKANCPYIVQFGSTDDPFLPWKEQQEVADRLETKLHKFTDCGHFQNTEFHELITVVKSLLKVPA
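Test system: recombinant human RBBP9; Timing: 30 min then 45 min, 25 °C; Detection: fluorescence polarization; Control set: RBBP9 with DMSO as uninhibited control, no-protein wells as full inhibition; Compound dosing: one concentration, 7.94 µM nominal, 0.794% DMSO; Probe or stimulus: FP-Rh activity-based probe, 375 nM before mixing.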
NPY-Y2 PAM-ag: NPY-Y2 potentiators or agonists, primary screen, cell-based; 220,000 tested, 0.45% active; activation, % at 3.6 µM; cells expressing NPY-Y2, potentiator/agonist read-out; in the data active means activation above about 27%;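 further: cells stimulated with NPY near EC25 plus isoproterenol at EC100; 0% = vehicle plus submaximal agonist and 100% = vehicle plus saturating agonist; some results beyond the cut were filed as inactive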
Target sequence (P49146 whole entry, looked up): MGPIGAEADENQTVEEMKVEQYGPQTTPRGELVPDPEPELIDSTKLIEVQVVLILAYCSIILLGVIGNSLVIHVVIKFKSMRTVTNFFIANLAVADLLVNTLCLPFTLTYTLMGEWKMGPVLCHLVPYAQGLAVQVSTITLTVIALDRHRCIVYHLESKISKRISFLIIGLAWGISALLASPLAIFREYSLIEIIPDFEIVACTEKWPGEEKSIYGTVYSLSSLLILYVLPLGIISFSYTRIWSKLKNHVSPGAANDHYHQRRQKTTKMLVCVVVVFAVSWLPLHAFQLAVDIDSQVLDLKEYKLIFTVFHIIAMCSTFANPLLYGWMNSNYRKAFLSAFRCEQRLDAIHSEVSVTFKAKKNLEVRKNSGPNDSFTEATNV
NPY-Y1 antag: NPY-Y1 receptor antagonists, primary screen, cell-based; 200,000 tested, 1% active; inhibition, % at 3.6 µM; AID 1040, 2008; HEK293-CNG Y1 cells, membrane potential fluorescence; NPY at EC95, then isoproterenol; Neuropeptide Y receptor type 1 (Homo sapiens), P25929;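 active means inhibition above the campaign mean inhibition of all tested compounds plus 3 SD, cut at about 20% in these data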;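 further: 0% = DMSO wells given NPY plus isoproterenol and 100% = isoproterenol alone without NPY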
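Test system – HEK293 Y1/CNG channel cell line · Also added – NPY agonist 25 nM, then isoproterenol 1 µM plus Ro 20-1724 25 µM · Compound dosing – one concentration, 3.6 µM, in 0.4% DMSO · Schedule – compound incubation 1 h at room temperature, readout 45 min post-stimulation · Technique – fluorescence, membrane potential probe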
p97 ATPase inh: inhibitors of human p97 ATPase, primary screen, biochemical. Transitional endoplasmic reticulum ATPase (Homo sapiens), P55072. recombinant p97 ATPase, Kinase-Glo ATP luminescence, 3 h. inhibition, % at 8 µM. 220,000 tested, 0.42% active; in the data active means inhibition above about 15%;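 further: 0% = DMSO vehicle and 100% = wells lacking enzyme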
Runt-SMMHC FRET: inhibitors of RUNX1 Runt–CBFb-SMMHC binding, primary screen, biochemical, FRET, Cerulean-Runt, Venus-CBFb-SMMHC, uHTS; Cerulean-Runt/Venus-CBFb-SMMHC FRET ratio 530/480, 1 h; inhibition, % at 20 µM; 220,000 tested, 0.74% active; AID 1434, 2008;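 active means mean inhibition across duplicate retests at 20 µM reaching about 50%, limit read from the data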;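 further: 0% = DMSO wells and 100% = wells with excess untagged CBFb-SMMHC; inhibitors lower the FRET ratio by blocking Runt binding to CBFb-SMMHC; some results filed as inactive read as strong as hits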
Runt-CBFb FRET: inhibitors of RUNX1 Runt–CBFb binding, primary screen, biochemical, FRET, Cerulean-Runt, Venus-CBFb, uHTS; Runt-related transcription factor 1 (Homo sapiens) + Core-binding factor subunit beta …; 220,000 tested, 0.46% active; Cerulean-Runt/Venus-CBFb FRET ratio 530/480, 1 h; inhibition, % at 20 µM;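 active means inhibition over about 50% at 20 µM in the single-dose screen, limit read from the data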;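 further: 0% = DMSO wells and 100% = excess unlabeled CBFb competitor control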
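Assay system: Cerulean-tagged RUNX1 Runt domain (FRET donor) fusion protein / Amount: 100 nM each of Venus-CBFb and Cerulean-Runt domain / Medium: Tris buffer pH 7.5 with salts and BSA / Also added: Venus-CBFb 100 nM / Schedule: 1 h complex formation plus 1 h compound treatment, room temperature / Signal: FRET fluorescence / Read-out: loss of energy transfer signal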
Hck Nef HTS: inhibitors of Nef-activated human Hck kinase, primary screen, biochemical, Z-Lyte FRET, 384-well, Hck-YEEI. Tyrosine-protein kinase HCK (Homo sapiens), P08631. Recombinant Hck-YEEI plus Nef, Z-Lyte FRET kinase assay. inhibition, % at 20 µM. 220,000 tested, 0.68% active. AID 463187, 2010;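 active means Hck-Nef kinase inhibition above about 50%, limit read from the data; inactive means inhibition below that limit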;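 further: 0% = DMSO with Hck plus Nef and 100% = Hck alone without Nef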
NPY-Y1 PAM-ag: NPY-Y1 receptor potentiators or agonists, primary screen, cell-based | Neuropeptide Y receptor type 1 (Homo sapiens), P25929 | NPY-Y1 expressing cells, potentiator/agonist activation | activation, % at 3.6 µM | 220,000 tested, 0.37% active | AID 1304, 2008; in the data active means activation above about 33%, passing the limit was not always enough;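 further: cells stimulated with NPY at EC10 then isoproterenol at EC100; 0% = low agonist plus stimulus and 100% = saturating agonist plus stimulus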
MDM2 E3 inh: MDM2-luciferase reporter signal enhancers, primary screen, MDM2 E3 ligase inhibitor project, cell-based, luminescence, 1536-well; cell-based MDM2 ubiquitination luciferase reporter, 2 h; 0 = plate control, 100 = twice control, blank-subtracted; signal enhancement, % at 5 µM; 210,000 tested, 0.11% active; AID 1230, 2008;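 active means signal enhancement of 30% or more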;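 further: luminescence tracks abundance of the self-degrading MDM2-luciferase fusion protein; higher signal means inhibition of MDM2 E3 ligase activity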
Target sequence (Q00987 whole entry, looked up, the tested form may be a part): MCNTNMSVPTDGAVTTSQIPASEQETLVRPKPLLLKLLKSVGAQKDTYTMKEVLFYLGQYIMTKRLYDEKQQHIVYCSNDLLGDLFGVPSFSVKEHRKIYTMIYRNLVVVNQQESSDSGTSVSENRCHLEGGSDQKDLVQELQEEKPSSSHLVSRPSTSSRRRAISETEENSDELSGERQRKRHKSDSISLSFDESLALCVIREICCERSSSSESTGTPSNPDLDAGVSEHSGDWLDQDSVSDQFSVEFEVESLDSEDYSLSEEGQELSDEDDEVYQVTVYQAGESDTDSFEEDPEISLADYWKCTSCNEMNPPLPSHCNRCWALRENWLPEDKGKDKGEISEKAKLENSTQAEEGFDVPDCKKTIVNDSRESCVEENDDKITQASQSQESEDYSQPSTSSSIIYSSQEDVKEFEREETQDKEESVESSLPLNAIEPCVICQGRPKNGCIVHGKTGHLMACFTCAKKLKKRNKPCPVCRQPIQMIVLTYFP
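Buffer or medium: Cells held in DMEM | Assay system: Stable mammalian line carrying autodegrading MDM2–luciferase fusion reporter | Quantity: 2000 cells/well | Times: 4 h settle plus 2 h compound, 37 °C | Doses: One concentration, 5 µM, with 0.2% DMSO | Technique: Luminescence with SteadyLite reagent, 15 min at room temperature | Benchmarks: Plate controls and plate blanks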
Active calls of the source: *; . = not tested or not shown; & = joins results of further samples. Random draw from the library; any-hit rate near 3.5%.

Fields – RBBP9 inh	NPY-Y2 PAM-ag	NPY-Y1 antag	p97 ATPase inh	Runt-SMMHC FRET	Runt-CBFb FRET	Hck Nef HTS	NPY-Y1 PAM-ag	MDM2 E3 inh
[1] CCN(C(=O)CSc1nnc(Nc2ccccc2C)s1)C1CCS(=O)(=O)C1 (stereo unspecified)
  6	8	-2	6	4	2	1	7	-3
[2] CC1=CCC(C(=O)O)C(C(=O)Nc2ccc(-c3nc4ccc(C)cc4s3)cc2)C1 (stereo unspecified)
  -3	13	.	1	-14	-28	22	13	-15
[3] CCCc1nn(C)c(C(=O)Nc2ccccc2)c1Cl
  0	-9	5	-3	0	0	2	-31	-27
[4] Cc1ccc(Cl)cc1NC(=O)CC1NCCNC1=O (stereo unspecified)
  0	9	-6	4	4	0	0	-24	0
[5] CCN1CCN(Cc2ccc(NC(=O)c3cc(NC(=O)N4CCNC4=O)cc(OC)c3)cc2C(F)(F)F)CC1
  .	.	.	.	0	0	24	.	13
[6] O=C(NC1CCCCC1)C(c1ccco1)N(CCc1ccccc1)C(=O)C(F)(F)F (stereo unspecified)
  0	-25	10	-6	6	-2	4	-22	-11
[7] Cc1nn(-c2ccccc2)c(C)c1/C=N/n1c(-c2ccccc2Br)n[nH]c1=S
  -9	-7	.	-1	24	20	-3	-15	-3
[8] O=C(N/N=C/c1cn(-c2ccccc2)nc1-c1cc2ccccc2o1)c1c[nH]c2ccccc12
  -47	-7	-5	3	0	-2	-7	18	.
[9] CC(CCc1ccccc1)NC(=O)COC(=O)c1cccc2ccccc12 (stereo unspecified)
  -13	-16	9	-3	-1	-1	2	-9	26
[10] Cc1nnc(NC(=O)CSc2nnc(Cc3cccn3C)n2-c2ccccc2)s1
  -7	-2	1	-4	2	3	1	1	-7
[11] CC1CCc2c(sc3ncn(CCO)c(=O)c23)C1 (stereo unspecified)
  -7	-14	0	5	-2	-1	18	24	-10
[12] O=C(NCC1CCCO1)c1ccc(S(=O)(=O)N2CCC(c3nc4ccc(Cl)cc4[nH]3)CC2)cc1 (stereo unspecified)
  -7	-13	1	-3	5	-2	8	-33	-2
[13] CCSCCC(NC1=CC(=O)CC(C)(C)C1)C(=O)O (stereo unspecified)
  -10	-11	-2	1	3	-1	8	-11	-17
[14] Cc1c2c(nc3nnnn13)CCCC2
  -3	5	-1	-2	2	0	-15	4	-15
[15] CCC1(C)CC(C(N)=S)CCO1 (stereo unspecified)
  -4	-2	.	6	22	40	-30	8	-9
[16] O=C(NCCc1ccccc1)C1CCN(C2CCN(C(=O)CC3=CCCCC3)CC2)CC1
  -1	1	1	3	-2	3	5	-5	-4
[17] Cc1c(C2(c3c(C)n(C)n(-c4ccccc4)c3=O)C(=O)Nc3ccc(F)cc32)c(=O)n(-c2ccccc2)n1C
  -4	-12	2	1	-9	1	-24	-13	-19
[18] CCc1cc(=S)n2c([nH]c3ccccc32)c1C#N
  -3	2	5	4	24	32	71*	-3	3
[19] O=C1CN(C(=O)CNC(=O)c2cccc(Cl)c2)c2ccccc2N1
  -4	-11	-6	1	-4	1	24	10	-12
[20] Cc1cccc(N2C(=O)CC(N3CCN(C(=O)c4ccccc4)CC3)C2=O)c1 (stereo unspecified)
  -1	-3	3	1	-1	1	0	-3	4
[21] CCOc1cc(C2C3=C(CCCC3=O)N(CCC(=O)O)C3=C2C(=O)CCC3)ccc1OS(=O)(=O)c1ccc(C)cc1
  7	10	1	7	.	26	33	-15	-17
[22] CCOC(=O)CSc1nnc([C@H](Cc2ccccc2)NC(=O)OC(C)(C)C)o1
  -4	-2	-1	-7	-4	-2	0	6	-69
[23] Cc1ccccc1C1NS(=O)(=O)N=C1N (stereo unspecified)
  -9	7	5	-1	-3	.	1	0	-3
[24] COC(=O)CCSCC(=O)Nc1ccc(C)c(S(=O)(=O)N2CCCCC2)c1
  -13	15	.	-4	-3	0	15	10	-4
[25] OCCNCCCCSc1ccc(Cl)cc1
  -10	-18	8	1	3	0	19	13	-1
[26] COc1cccc(NC(=O)C(NCC2CCCCC2)c2ccccc2)c1 (stereo unspecified)
  2	4	2	-1	0	-2	1	-9	-11
[27] O=C(c1ccccc1)c1ccc(OCC(O)CN2CCCC2)cc1 (stereo unspecified)
  9	8	21*	5	-2	2	20	-6	21
[28] Cc1cccc(NC(=O)COc2ccc(/C=C\c3[nH]c(=O)[nH]c(=O)c3[N+](=O)[O-])cc2)c1
  -7	-7	1	8	-24	-4	62*	4	-7
[29] O=C(CN1CCN(c2ccccc2O)CC1)Nc1cccnc1Cl
  -7	-25	1	-3	4	0	-8	0	0
[30] Cc1ccc(N/C=C(\C#N)S(=O)(=O)c2ccccc2)cc1
  -3	5	2	6	2	0	0	-8	-2

Values by screen from the list.
Compounds 5–10 in Hck Nef HTS, in turn: 24, 4, -3, -7, 2, 1
Compounds 5–10 in p97 ATPase inh, in turn: ., -6, -1, 3, -3, -4
Compounds 5–10 in NPY-Y1 PAM-ag, in turn: ., -22, -15, 18, -9, 1

Returning to the listing, starting 5 compounds before the break.
Fields – RBBP9 inh	NPY-Y2 PAM-ag	NPY-Y1 antag	p97 ATPase inh	Runt-SMMHC FRET	Runt-CBFb FRET	Hck Nef HTS	NPY-Y1 PAM-ag	MDM2 E3 inh
[26] COc1cccc(NC(=O)C(NCC2CCCCC2)c2ccccc2)c1 (stereo unspecified)
  2	4	2	-1	0	-2	1	-9	-11
[27] O=C(c1ccccc1)c1ccc(OCC(O)CN2CCCC2)cc1 (stereo unspecified)
  9	8	21*	5	-2	2	20	-6	21
[28] Cc1cccc(NC(=O)COc2ccc(/C=C\c3[nH]c(=O)[nH]c(=O)c3[N+](=O)[O-])cc2)c1
  -7	-7	1	8	-24	-4	62*	4	-7
[29] O=C(CN1CCN(c2ccccc2O)CC1)Nc1cccnc1Cl
  -7	-25	1	-3	4	0	-8	0	0
[30] Cc1ccc(N/C=C(\C#N)S(=O)(=O)c2ccccc2)cc1
  -3	5	2	6	2	0	0	-8	-2
[31] S=C(Nc1ccc2c(c1)OCO2)NC1CCN(Cc2ccccc2)CC1
  3	15	4	5	-1	3	-7	8	-8
[32] Cc1c(C(=O)N2CCCCC2)sc(NC(=O)C23CC4CC(CC(C4)C2)C3)c1C#N
  2	2	-2	4	.	.	6	-4	.
[33] CC(=O)Oc1ccc(NC(=O)CSc2ccccc2)cc1
  10	-7	2	2	-1	-1	1	-5	3
[34] CCN1CCCC1CNC(=S)Nc1ccc(C(C)=O)cc1 (stereo unspecified)
  -9	7	1	2	-1	0	32	2	-18
[35] Cc1ccc(C(=O)NC(N(C)C)C(Cl)(Cl)Cl)cc1 (stereo unspecified)
  0	0	-7	1	-5	1	3	17	-5
[36] CCS(=O)(=O)c1ccc2oc(SCC(=O)NCCc3ccc(F)cc3)nc2c1
  -5	13	6	0	-2	-1	-11	-5	-19
[37] O=[N+]([O-])c1ccc(/C=N/n2c(CO)nc3ccccc32)s1
  -1	-3	-2	-5	-100	-4	0	-25	-3
[38] O=c1c2sccc2[nH]c(=S)n1Cc1ccccc1
  -4	9	2	8	31	12	8	-23	-23
[39] COc1ccc(C)cc1S(=O)(=O)N1CCN(S(=O)(=O)c2cc(C)ccc2OC)CC1
  -2	4	1	-1	3	-3	-2	6	-17
[40] O=S(=O)(c1ccccc1)c1nc(-c2ccccc2F)oc1NCc1cccnc1
  -10	8	-5	-2	-1	-2	-5	-1	-11
[41] Cc1nc2nc(C)c(CCC(=O)NCCCN3CCN(c4cccc(Cl)c4)CC3)c(C)n2n1
  -9&-3	1&10	6&3	3&6	-3&-2	0&1	1&21	-11&7	-4&-6
[42] O=C(NCc1cccnc1)c1ccc(-c2ccc(Cl)cc2)o1
  -9	0	-2	5	3	-6	16	16	2
[43] O=C1C(Cl)=C(N2CCCCC2)C(=O)N1c1ccccc1Cl
  -1	-3	10	-1	25	41	0	14	-1
[44] CC(=O)SCCC(=O)N1C(C)CCCC1C(=O)O (stereo unspecified)
  3	-5	-4	2	3	-2	2	2	-6
[45] O=C(c1cn(-c2ccccc2)nc1-c1cccs1)N(CCO)Cc1ccccc1
  -5	-1	1	-2	-3	1	4	8	-18
[46] COCC(=O)N1CCC(n2nnc3cc(F)ccc32)CC1
  -1	3	-2	3	-3	.	1	5	1
[47] Cc1ccc(C(=O)O/N=C2\CCSc3ccc(C)cc32)cc1
  -4	-12	23*	-5	1	-1	-2	-9	-1
[48] O=[N+]([O-])c1cc(F)c(N2CCCCC2)cc1N1CCOCC1
  -4	-3	0	-9	-3	-4	0	-16	13
[49] O=C(N/N=C/c1ccc(OC(F)F)cc1)c1ccc(CSc2nc3ccccc3[nH]2)cc1
  -26	-3	3	3	2	1	4	-19	-9
[50] CCOC(=O)c1c(O)c(O)c(C(=O)OCC)n1-c1ccccc1
  -1	-2	.	1	1	6	10	1	-10
[51] Cc1c(Cl)cn2c(=O)cc(CN3CCN(c4ccc(F)cc4)CC3)nc2c1Cl
  -3	-7	2	-1	-4	0	8	-20	-13
[52] COc1ccc(NC(=O)c2cc3c(-c4ccc(OC)c(OC)c4)nn(C)c3s2)cc1OC
  4	17	3	5	-9	2	2	-1	-32
